High-throughput results: PubChem BioAssay, National Center for Advancing Translational Sciences (NCATS)
ALOX15 inhib: blocks human 15-lipoxygenase activity; purified 15hLO-1, xylenol orange hydroperoxide absorbance; Potency, µM (top dose mostly 57.1 µM), for inactives: top-dose activity change, negative = inhibition, most hits filed as inhibitors; P16050; AID 887; hit rate 1.4% among 74,000; also: potency is read from the fitted curve at half-maximal effect; % is scaled to controls: 0 for no effect and ±100 for the full control effect; nearly all actives have a fitted effect of over 55% in size
Target sequence (P16050 whole entry, looked up): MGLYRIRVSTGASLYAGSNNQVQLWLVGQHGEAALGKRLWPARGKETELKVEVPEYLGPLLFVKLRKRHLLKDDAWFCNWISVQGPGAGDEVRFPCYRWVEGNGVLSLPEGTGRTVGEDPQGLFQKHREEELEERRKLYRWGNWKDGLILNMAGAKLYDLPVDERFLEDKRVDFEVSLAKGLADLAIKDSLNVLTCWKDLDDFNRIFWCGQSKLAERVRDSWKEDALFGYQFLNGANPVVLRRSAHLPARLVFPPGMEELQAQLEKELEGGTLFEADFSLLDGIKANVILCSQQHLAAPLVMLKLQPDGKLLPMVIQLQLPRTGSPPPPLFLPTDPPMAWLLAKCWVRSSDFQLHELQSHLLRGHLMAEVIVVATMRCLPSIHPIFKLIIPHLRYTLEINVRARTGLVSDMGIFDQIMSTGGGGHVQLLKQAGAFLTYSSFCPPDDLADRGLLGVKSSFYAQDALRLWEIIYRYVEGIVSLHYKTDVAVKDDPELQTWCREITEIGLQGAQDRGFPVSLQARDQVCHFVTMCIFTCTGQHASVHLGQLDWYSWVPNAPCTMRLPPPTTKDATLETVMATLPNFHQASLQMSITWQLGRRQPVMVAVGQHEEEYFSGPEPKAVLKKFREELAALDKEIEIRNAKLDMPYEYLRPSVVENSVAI
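Inhibition is scored from a chromogenic endpoint. After 15 min enzyme-compound contact, arachidonic acid (50 uM final) reacts 6 min with 40 nM 15hLO-1 at room temperature, then Fe-XO reagent is added for 30 min and absorbance ratio recorded.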
4MU fluor: compounds fluorescent in 4-MU spectral region | max dye-equivalent concentration, M | compound autofluorescence, 340/450 nm, 4-MU equivalents; hits give high values | hit rate 11% among 59,000 | AID 589; in the data active = max dye-equivalent concentration above about 10 nM; inconclusive = mostly about 1.1 nM to 9.6 nM
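Compounds in 100 mM Tris, pH 8.0, incubated 15 min at room temperature, then fluorescence read at 340 nm excitation/450 nm emission. Signal converted to 4-MU dye-equivalent concentration using an on-plate six-point 4-MU standard curve.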
Rhodamine autofl: rhodamine region autofluorescence. Rhodamine-region fluorescence, 547/598 nm, Tris buffer; hits give high values. hit rate 0.05% among 59,000. AID 594. max dye-equivalent concentration, M; in the data active = max dye-equivalent concentration above about 11 nM; inconclusive = between about 1.1 nM and that limit
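Compound fluorescence in 100 mM Tris, pH 8.0, read after 15 min at room temperature with 547 nm excitation and 598 nm emission. Output is dye-equivalent concentration from an on-plate rhodamine standard series.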
Fluorescein fluor: compound autofluorescence in fluorescein spectral region | Compound autofluorescence, 480/540 nm, fluorescein-equivalent; hits give high values | max fluorescein-equivalent concentration, M | hit rate 0.91% among 59,000 | AID 593; in the data active = max fluorescein-equivalent concentration above about 10 nM; inconclusive = between about 1.1 nM and that limit
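Read-out is intrinsic compound fluorescence at 480/540 nm (excitation/emission), expressed as dye-equivalent concentration using a fluorescein standard series run on every plate. Compounds sat 15 min at room temperature in 100 mM Tris, pH 8.0.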
HBB splicing: modulators of hemoglobin beta chain splicing | HBB splicing reporter cell assay, activation; EGFP reporter with mutant IVS2-654 intron; response scale: normalised to 500 nM splice-correcting PNA | Potency, µM (highest dose often 46.1 µM), inactives show at the top dose activation, usual class: activators | hit rate 0.06% among 65,000; also: potency is read from the fitted curve at half-maximal effect; 0% is about no effect
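Compounds were applied for 2 days to HeLa EGFP-654 cells, 500/well in Optimem with 2% FCS. The reporter's EGFP is disrupted by mis-splicing of beta-globin intron IVS2-654. Readout: summed well GFP fluorescence from 488 nm laser scanning; reference was 500 nM antisense […] 654 PNA.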
Hsp90 Hop PPI: changes Hsp90-Hop TPR2A binding signal, up or down; AlphaScreen TPR2A-His6 binding biotin-Hsp90 C-terminal peptide; Potency, µM (highest dose often 57 µM), without a hit: at the top dose activity change, negative = inhibition; hit rate 0.44% among 71,000; AID 595; active = well fitted curve in either direction with a large enough effect; inconclusive = small, poorly fitted or top-dose-only effect, or another doubt; also: potency is read from the fitted curve at half-maximal effect; % is scaled to controls: 0 for no effect and ±100 for the full control effect; many of its hits are not listed in these tables
Pol III holo inh: blocks replication by bacterial DNA polymerase III holoenzyme; Potency, µM (highest dose often 57.1 µM), inactives show at the top dose activity change, negative = inhibition; hit rate 0.25% among 71,000; reconstituted DNA polymerase III holoenzyme replication, biochemical; also: potency is read from the fitted curve at half-maximal effect; % is scaled to controls: 0 for no effect and ±100 for the full control effect
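Reconstituted *E. coli* holoenzyme (0.35 nM Pol III, 1 nM beta, 154 nM SSB, 2 nM primase) was preincubated with compound for 15 min at RT. Synthesis on 1.4 nM ssM13Gori ran 35 min, then was stopped with PicoGreen/EDTA and read as dsDNA fluorescence.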
Ub-GFP proteasome: inhibits proteasome, raising ubiquitin-GFP reporter fluorescence | Ubiquitin-GFP reporter cells, proteasome inhibition, GFP fluorescence; response scale: untreated = 0%, 10 µM MG-132 = 100% | Potency, µM (top dose mostly 45.9 µM), for inactives: top-dose activation (GFP accumulation), actives largely listed as activators | 67,000 tested, under 10 active | AID 526; active = well fitted activation curve with a large enough effect, not every such curve was filed as active; inconclusive = small, poorly fitted or top-dose-only effect, or another doubt; inactive = no such curve, though single readings can be large or run the other way; also: potency is read from the fitted curve at half-maximal effect
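GFP accumulation read-out: laser plate cytometry counting ubiquitin(G76V)-GFP-expressing U2OS cells after 4 hr compound exposure at 37 °C. Titrations spanned 46 uM to 2.9 nM; 0% = basal, 100% = 10 uM MG-132; concentration-response curves fitted.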
Epigenetic mod: derepresses silenced GFP locus in mouse C127i cells; hit rate 0.09% among 68,000; Potency, µM (highest dose often 46.1 µM), for inactives: top-dose GFP derepression (activation); mouse C127i GFP locus derepression, cytometry, 30 h; AID 597; also: % of control where 0% means no effect
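Read-out is the number of GFP-positive cells, scored as fluorescent objects 20 to 120 um wide, reflecting derepression of a silenced CMV-GFP reporter in murine C127i cells after 30 h compound exposure at 37 C.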
Texas Red fluor: compounds fluorescent in Texas Red spectral region. hit rate 0.06% among 59,000. Compound fluorescence, Texas Red channel, 547/618 nm; hits give high values. max dye-equivalent concentration, M; in the data active = max dye-equivalent concentration above about 10 nM; inconclusive = between about 1.1 nM and that limit
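Fluorescence at ex 547/em 618 nm, normalized against an on-plate Texas Red standard series to give dye-equivalent concentration per compound concentration. Buffer 100 mM Tris, pH 8.0; 15 min RT incubation before CCD imaging.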
HADH2 inhib: blocks human hydroxyacyl-CoA dehydrogenase type II | Q99714 | recombinant HADH2, NADH fluorescence, beta-hydroxybutyryl-CoA | Potency, µM (highest dose often 57.1 µM), for the others: at the top dose activity change, negative = inhibition, usual class: inhibitors | hit rate 3.4% among 73,000; also: potency is read from the fitted curve at half-maximal effect; % is scaled to controls: 0 for no effect and ±100 for the full control effect; nearly all actives have a fitted effect of over 60% in size; many of its hits are not listed in these tables
Target sequence (Q99714 whole entry, looked up, one chain of several): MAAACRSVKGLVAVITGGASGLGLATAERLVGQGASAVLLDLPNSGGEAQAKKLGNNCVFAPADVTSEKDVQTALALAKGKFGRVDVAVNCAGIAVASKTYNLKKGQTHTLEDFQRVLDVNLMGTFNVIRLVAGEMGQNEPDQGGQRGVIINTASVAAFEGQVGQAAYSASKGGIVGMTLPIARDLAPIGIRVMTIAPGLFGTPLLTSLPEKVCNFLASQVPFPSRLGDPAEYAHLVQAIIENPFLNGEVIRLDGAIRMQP
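NADH fluorescence (ex 360/em 450 nm) read every 30 s for 4 min; activity taken as last-minus-first time point difference. Enzyme 20 nM, NAD+ 1 mM, beta-hydroxybutyryl-CoA 90 uM, pH 9.0 Tris buffer.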
Starred values were filed as active, the others as inactive; i = inactive; ? = inconclusive; · = not tested or not shown; [ ] = another dose, or the depositor's remark. Unless noted, calls follow the shape of the dose curve; as a rule, active = well fitted curve in the direction sought with a large enough effect; inconclusive = small, poorly fitted or top-dose-only effect, or another doubt; inactive = no such curve, though single readings can be large; an effect the other way counts as inactive or inconclusive. An excerpt (hit frequency here may not be typical).

Structure	Rhodamine autofl	Pol III holo inh	HADH2 inhib	Texas Red fluor	Hsp90 Hop PPI	ALOX15 inhib	Fluorescein fluor	HBB splicing	Epigenetic mod	4MU fluor	Ub-GFP proteasome
O=C(NCc1ccccc1)N[C@@H](Cc1c[nH]c2ccccc12)C(=O)O	i	-6%	8%	?	3%	3%	i	3.5%[57.5 µM]	-4%	i	7%
COc1cc(C2C(C(=O)N3CCOCC3)=C(C)NC3=C2C(=O)CCC3)ccc1OC(C)=O (stereo unspecified)	i	-6%	?	i	-2%	8%	i	-0.2%	8%	4.5e-07M*	6%
O=C(O)C(=O)/C=C(\O)c1ccc(Br)cc1	i	-3%[11.4 µM]	-7%[11.4 µM]	i	1%[11 µM]	6%[11.4 µM]	?	1.5%[9.22 µM]	2%[9.22 µM]	i	-3%[9.17 µM]
COc1ccc2c(c1OC)CN(C)CCc1cc3c(cc1C(O)C2)OCO3 (stereo unspecified)	i	-2%	-7%	i	1%	-6%	?	·	0%	i	-6%
COc1ccccc1NC(=O)CC(=O)CSc1nnc(-c2ccc(C)cc2)n1C	i	0%	-1%	i	-6%	10%	i	-0.2%[57.5 µM]	1%	i	6%
Cc1ccc(C(=O)C2=C(O)C(=O)N(CCCn3ccnc3)C2c2ccc(OC(C)C)cc2)o1 (stereo unspecified)	i	0%	-4%	i	-6%	32%[activator]	i	1.3%[1.84 µM]	-2%	2.7e-08M*	18%
COc1ccc(NC(=O)c2ccc(-c3ccc(-c4noc(C)n4)cc3C)cc2)cc1OCCN(C)C	·	?	16%	·	-5%	?	·	·	0%	·	8%
Cc1ccc2c(c1)nnn2C1CCN(S(=O)(=O)c2cccc(S(=O)(=O)N(C)C)c2)CC1	i	-2%	13%	i	2%	4%	?	·	1%	i	-6%
Cn1cccc1Cc1nnc(SCC(=O)Nc2cccc(Cl)c2)n1-c1ccc(F)cc1	·	4%	-7%	·	-4%[2.3 µM]	-15%	·	-1.6%	·	·	3%
COc1cc(C)nc(N2CCC(C(=O)NC3CCCCC3)CC2)n1	i	-3%	30%[activator]	i	2%	1%	i	·	1%	i	0%
COc1ccc2cc(C)c(SCC(=O)Nc3cc(C)on3)nc2c1	i	-2%	22%	i	44%	-11%	?	·	-2%	i	-3%
Cn1c(SCC(=O)OC2CCCCC2)nnc1-c1ccc2c(c1)OCO2	i	0%	5%	i	-4%	0%	i	·	0%	i	1%
Cc1ccc2c(COC(=O)c3n[nH]c4ccccc34)cc(=O)oc2c1	i	?	29%	i	-6%	7%	?	-0.1%[57.5 µM]	-1%	i	-7%
COc1cccc(-c2nnn(CC(=O)NC3CCCC3)n2)c1OC	i	-3%	-2%	?	-4%	3%	?	-2.1%	-1%	i	1%
O=c1[nH]c2ccccc2n1CCCSc1cnc2ccccc2n1	i	-8%	-1%	?	-3%	-15%	i	0.9%	-3%	i	0%
CC(C)OC(=O)c1nnc(Cc2ccc(Cl)cc2)o1	·	-8%	-1%	·	3%	1%	·	0.8%	3%	·	0%
CCOC(=O)c1c(NC(=O)c2ccc(Cl)s2)sc(C)c1C	·	-10%	-4%	·	9%	1%	·	0.5%	·	·	15%
CCc1ccc(NC(=O)CCNS(=O)(=O)c2cccc3nonc23)cc1	i	0%	-6%	i	-6%	3%	i	0.4%	4%	i	6%
Cc1cc(C)n(-c2nnc3n2N=C(c2ccccc2)CS3)n1	i	0%	-4%	i	-3%	6%	?	5.4%	2%	i	5%
CCOC(=O)N1CCN(S(=O)(=O)c2ccc3c(c2)CCN3C(=O)C2CC2)CC1	i	-4%	-1%	i	4%	2%	i	-0.7%	1%	i	11%
COCC(C)n1c(C)cc(C(=O)COC(=O)c2ccc3ncsc3c2)c1C (stereo unspecified)	i	-8%	1%	i	-11%	-2%	i	0.0%[57.5 µM]	1%	i	0%
CCCS(=O)(=O)N1CCCC(C(=O)NCCN(CC)c2ccccc2)C1 (stereo unspecified)	i	1%	2%	i	-2%	-11%	i	-0.8%	4%	i	-7%
N#CCCn1cc(C(CC(=O)c2ccc(Br)cc2)C(=O)O)c2ccccc21 (stereo unspecified)	·	1%	-2%	·	0%	-22%	·	-0.1%	0%	·	-6%
CCOc1ccc(N2C(=O)CC(N3CCN(c4ccccc4F)CC3)C2=O)cc1 (stereo unspecified)	i	-3%	?	i	-5%	?	?	-1.1%	3%	5e-07M*	0%
CC1=C(C(=O)OC2CCCCC2)C(c2ccc(C)o2)C2=C(CCCC2=O)N1 (stereo unspecified)	·	1%	-3%	·	-2%	-7%	·	-0.8%	-2%	·	-2%
N#Cc1ccsc1NC(=O)CSc1ncn[nH]1	i	-10%	-8%	i	-6%	6%	i	-0.5%	0%	i	-3%
COCCn1c(C)cc(C(=O)CSc2ncn[nH]2)c1C	i	-2%	-5%	i	-3%	4%	i	-1.1%	3%	i	4%
O=C(OCC(COC(=O)c1ccccc1)(COC(=O)c1ccccc1)COC(=O)c1ccccc1)c1ccccc1	·	0%	1%	·	2%	-2%	·	-0.1%	·	·	·
CCOC(=O)CN(C(=O)CNC(=O)c1ccco1)C(C(=O)NC1CCCCC1)c1cccc(OC)c1 (stereo unspecified)	i	-1%	7%	?	0%	-5%	i	-3.1%	-2%	i	-2%
COc1cccc(CN2C(=O)CCC2(C)C(=O)NC2CCCCC2)c1 (stereo unspecified)	·	-3%	2%	·	-2%[2.3 µM]	3%	·	-0.5%	·	·	-6%
C(/CCc1ccccc1)=N\n1cnnc1	i	-3%	6%	i	1%	4%	i	-0.5%	1%	i	6%
Cc1c(C#N)c2ncn(CCCN(C)C)c(=O)c2n1-c1ccccc1	i	-1%	2%	i	-6%	-15%	?	7.8%[1.84 µM]	2%	i	3%
CNc1ccccc1C(C)(C)c1cc(-c2ccco2)n[nH]1	i	-8%	-3%	?	?	?	i	0.5%	-3%	i	2%
Cc1onc(-c2c(F)cccc2Cl)c1C(=O)Nc1cccc2nsnc12	i	9%	67%[activator]	i	?	-21%	i	5.0%[57.5 µM]	-3%	3.8e-07M*	-1%
CCN(CC)C(=O)c1cncc(C(=O)N(CC)CC)c1-c1ccccc1	i	4%	-6%	i	-3%	2%	i	3.3%	-2%	i	15%
CCCCOc1ccc(C(=O)NCCCC(=O)N2CCCCC2)cc1	·	-6%	9%	·	-3%	2%	·	-0.2%[9.22 µM]	-2%	·	23%
COc1ccc(S(=O)(=O)Nc2nnc(C(C)C)s2)cc1	i	-5%	?	i	-2%	2%	?	-0.5%	-2%	i	-4%
CCCn1nnc(NC(=O)c2cccc(OCC)c2)n1	i	-6%	-3%	i	-5%	-5%	i	-0.9%	-3%	i	2%
CSCCC(NC(N)=O)C(=O)N(C)CC(=O)Nc1ccc(C)cc1 (stereo unspecified)	i	-3%	-8%	?	-1%	6%	?	-1.0%	-4%	i	1%
CCOc1ccc(N2C(=O)CC(SC(=NC)Nc3cccc(F)c3)C2=O)cc1 (stereo unspecified)	·	-1%	4%	·	-2%	-6%	·	-1.2%	0%	·	-3%
COCCOC(=O)c1c(C)oc2ccc(OC(=O)c3cccs3)cc12	·	-2%	3%	·	?	-5%	·	-5.7%	4%	·	-6%
CN(C)CCCOC(=O)C1c2ccccc2Oc2ccccc21	i	·	·	?	·	·	i	·	-4%[20.6 µM]	i	·
CCC(=O)N(Cc1cc(=O)[nH]c2ccccc12)C1CCCCC1	i	-2%	-9%	i	-2%	?	?	·	-2%	i	-4%
COc1cc2c(cc1NC(=O)CSCC(=O)O)oc1ccccc12	i	-4%	-2%	?	-4%	10%	?	-0.9%	-1%	i	1%

2 entries picked at random from those above:
Structure	Rhodamine autofl	Pol III holo inh	HADH2 inhib	Texas Red fluor	Hsp90 Hop PPI	ALOX15 inhib	Fluorescein fluor	HBB splicing	Epigenetic mod	4MU fluor	Ub-GFP proteasome
CCOc1ccc(N2C(=O)CC(N3CCN(c4ccccc4F)CC3)C2=O)cc1 (stereo unspecified)	i	-3%	?	i	-5%	?	?	-1.1%	3%	5e-07M*	0%
Cc1ccc2c(COC(=O)c3n[nH]c4ccccc34)cc(=O)oc2c1	i	?	29%	i	-6%	7%	?	-0.1%[57.5 µM]	-1%	i	-7%
